# Screening data deposited in PubChem BioAssay by several laboratories.
# SIAH1 antagonists = blockers of Siah-1 interaction with plectin peptide – biochemical, fluorescence polarization, rhodamine-plectin, uHTS, primary screen (AID 1817) | Siah-1 / rhodamine-plectin peptide fluorescence polarization; higher % means a stronger effect | displacement, % at 20 µM, or IC50 in µM where a hit was titrated | hit rate 0.02% among 290,000;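 active = displacement of at least 50% at 20 µM, with a fluorescence ratio check between 0.3 and a set limit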;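 also: plate controls were Siah plus tracer with DMSO for no effect and tracer alone without Siah for full effect; strong numbers were not always called active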
# human PMI inhibitors = human PMI inhibitors, high substrate, primary screen, biochemical, fluorescence intensity, high mannose 6-phosphate (AID 1220). hit rate 0.66% among 190,000. inhibition, % at 20 µM; hits with a dose series show IC50 in µM. recombinant PMI enzyme, coupled fluorescence intensity; higher % means a stronger effect
# P. falciparum M17LAP = P. falciparum M17LAP inhibitors, primary screen, biochemical, fluorogenic H-Leu-NHMec substrate, 1536-well (AID 1619); hit rate 0.38% among 220,000; recombinant M17LAP, H-Leu-NHMec fluorogenic kinetic assay; higher % means a stronger effect; inhibition, % at 30 µM, or IC50 in µM where a hit was titrated;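 active = compound inhibiting the enzyme by more than half at any dose during confirmatory dose-response retesting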;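 also: plate controls were full reaction with DMSO carrier for no effect and no enzyme background for full effect; strong numbers were not always called active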
# TNAP activation fold = human TNAP enzyme activators, primary screen, biochemical, luminescent, no phosphate acceptor, uHTS (AID 1001); purified TNAP, luminescent activation assay, no phosphate acceptor; higher activation fold means a stronger effect; hit rate 0.03% among 200,000; activation fold at 20 µM; hits with a dose series show EC50 in µM; in the data active = activation fold from about 3, or a potency from the dose series; inactive = the rest, 99 in 100 with activation fold below about 1.6; also: many of its hits are not listed in these tables
# P. falciparum M1AAP = P. falciparum M1AAP inhibitors, biochemical, fluorogenic H-Leu-NHMec substrate, 1536-well (AID 1445). recombinant M1AAP, H-Leu-NHMec fluorogenic kinetic assay; higher % means a stronger effect. inhibition, % at 30 µM; hits with a dose series show IC50 in µM. hit rate 0.42% among 220,000;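 active = primary inhibition above the hit cutoff, then over 50% inhibition at one or more dose response concentrations, cut at about 23% in these data, passing the limit was not always enough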;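 also: plate controls were DMSO full reaction for no effect and no enzyme background for full effect; strong numbers were not always called active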
# XIAP displacement = XIAP antagonists, biochemical, IAP family, fluorescence polarization (AID 1018); XIAP BIR domain, fluorescence polarization peptide displacement; higher % means a stronger effect; hit rate 0.007% among 200,000; displacement, % at 20 µM, or IC50 in µM where a hit was titrated; in the data active = displacement above about 50%; also: a part of the inactive calls stands beside numbers as strong as those of hits
# Hep lipid drop = hepatic lipid droplet formation modulation; inhibition, % at 6.5 µM; AML12 mouse hepatocytes, oleate lipid droplets, BODIPY imaging; hit rate 0.4% among 240,000;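 active = lipid droplet intensity inhibited by at least 50%, with more than 500 cells counted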
#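 Test system: AML12 hepatocytes (mouse); reagent: oleate loading, 100 µM; dosing: one dose, 6.5 µM compound; incubation: overnight exposure; signal: fluorescence imaging, 20x objective, two fields per well; read-out basis: % inhibition of corrected integrated BODIPY droplet signal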
# UTI89 phage lysis = protection from phage-mediated lysis, alamar blue read-out – E. coli UTI89, K1F phage, bacterial capsule biogenesis inhibitors (AID 488966). E. coli UTI89 K1F phage lysis, alamar blue, 2 h; higher % means a stronger effect. one-dose inhibition, % at 100 µM; IC50 in µM for titrated hits. hit rate 0.02% among 340,000;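 active = phage lysis inhibition, versus mean bacterial control, above a set limit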;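 also: capsule biogenesis inhibitors block K1F phage lysis so surviving cells raise fluorescence; higher fluorescence means more inhibition of phage lysis; actives were called in the ten point dose series up to 300 µM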
# human PMI inhibition = MPI enzyme activity inhibition – biochemical, fluorescence intensity, coupled assay, primary screen (AID 1209); purified PMI enzyme, coupled fluorescence intensity; higher % means a stronger effect; one-dose inhibition, % at 20 µM; IC50 in µM for titrated hits; hit rate 0.42% among 190,000;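 also: plate controls were DMSO vehicle for no effect and wells lacking substrate for full effect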
# Hep lipid drop cells 6.5 µM = further read-out of Hep lipid drop, marked with its call; cell count; measured here: cell count, cytotoxicity flag;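 cells counted across two imaged fields per well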
# * marks the source's active call; other numbers are inactive results; x = not tested or not shown. Rule as the data show it, unless noted: active = inhibition above about 50%; inactive = the rest. Outcome played no part in choosing rows, and some 1.9% of all compounds hit somewhere here.
no.	molecule	SIAH1 antagonists	human PMI inhibitors	P. falciparum M17LAP	TNAP activation fold	P. falciparum M1AAP
1	Cn1cccc1C(=O)NC(=O)COC(=O)c1ccccc1Sc1ccccc1C#N	-2%	15%	10%	1	-15%
2	Cc1ccc(S(=O)(=O)NC(=O)Nc2nnc(C3CC3)s2)cc1	0%	14%	-5%	1.1	1%
3	CC1(C)Cc2ccccc2C(/C(=N/O)C(N)=O)=N1	0%	5%	-4%	1.1	-4%
4	Cc1ccccc1C(=O)OCc1nnc(-c2ccc(Cl)cc2)o1	5%	4%	-1%	1.1	1%
5	COc1cc(NC(=O)c2ncn[nH]2)cc(OC)c1OC	-1%	15%	5%	1.1	-9%
6	Cc1nnc(SCCn2c(N3CC(C)CC(C)C3)nc3c2c(=O)n(C)c(=O)n3C)s1 (stereo not given)	7%	10%	18%	1.1	6%
7	Clc1ccccc1Cn1nnc2c(Nc3ccccc3)ncnc21	-2%	2%	-3%	1.1	5%
8	Cc1nc(N2CCOCC2)nc(OC(C)C)c1[N+](=O)[O-]	-4%	0%	12%	1.1	4%
9	Cc1c(Cl)cccc1NC(=S)NC1CCN(Cc2ccccc2)CC1	-2%	-6%	-2%	0.8	3%
10	COc1cc(NS(=O)(=O)c2ccc(NS(=O)(=O)c3ccccc3)cc2)nc(OC)n1	0%	-3%	13%	1.2	8%

no.	XIAP displacement	Hep lipid drop	Hep lipid drop cells 6.5 µM	UTI89 phage lysis	human PMI inhibition
1	-3.2%	x	x	1.1%	13%
2	0.1%	-1	715	-0.1%	9%
3	-7.0%	x	x	-0.6%	4%
4	-2.7%	9	672	0.2%	10%
5	-4.8%	4	702	-0.6%	-22%
6	-1.5%	-3	641	0.2%	10%
7	-3.9%	x	x	0.2%	-1%
8	-1.1%	2	657	0.3%	11%
9	-9.0%	5	503	2.1%	7%
10	1.1%	x	x	0.2%	-15%

# Given tab-delimited: 5 of the compounds above.
no.	Compound	SIAH1 antagonists	human PMI inhibitors	P. falciparum M17LAP	TNAP activation fold	P. falciparum M1AAP	XIAP displacement	Hep lipid drop	Hep lipid drop cells 6.5 µM	UTI89 phage lysis	human PMI inhibition
8	Cc1nc(N2CCOCC2)nc(OC(C)C)c1[N+](=O)[O-]	-4%	0%	12%	1.1	4%	-1.1%	2	657	0.3%	11%
7	Clc1ccccc1Cn1nnc2c(Nc3ccccc3)ncnc21	-2%	2%	-3%	1.1	5%	-3.9%	x	x	0.2%	-1%
6	Cc1nnc(SCCn2c(N3CC(C)CC(C)C3)nc3c2c(=O)n(C)c(=O)n3C)s1 (stereo not given)	7%	10%	18%	1.1	6%	-1.5%	-3	641	0.2%	10%
10	COc1cc(NS(=O)(=O)c2ccc(NS(=O)(=O)c3ccccc3)cc2)nc(OC)n1	0%	-3%	13%	1.2	8%	1.1%	x	x	0.2%	-15%
1	Cn1cccc1C(=O)NC(=O)COC(=O)c1ccccc1Sc1ccccc1C#N	-2%	15%	10%	1	-15%	-3.2%	x	x	1.1%	13%

# Later entries.
no.	molecule	SIAH1 antagonists	human PMI inhibitors	P. falciparum M17LAP	TNAP activation fold	P. falciparum M1AAP
11	O=C(CSc1nnc(Cc2ccc(Cl)cc2)o1)Nc1ccccc1	0%	9%	67%	1.4	-2%
12	O=C(NCc1ccco1)c1cccc(N2CCCC2=O)c1	-2%	-2%	-6%	1.1	9%
13	N#Cc1c(N)nc(SCc2ccncc2)c(C#N)c1-c1cccs1	-2%	12%	-1%	1.1	15%
14	COc1ccc(CCNC(=O)CN2CCN(c3cccc(Cl)c3)CC2)cc1OC	-2%	12%	-8%	1.1	8%
15	O=c1[nH]c2ccc(NC(=S)Nc3ccc(Cl)cc3Cl)cc2[nH]1	1%	2%	0%	1	21%
16	O=C(NCc1cccnc1)C1CCCN(Cc2cnn(-c3ccccc3)c2-n2cccc2)C1 (stereo not given)	-1%	-9%	-15%	1.2	8%
17	CS(=O)(=O)c1nc2c(cc1C#N)CCCC2	-2%	9%	-1%	1.1	-1%
18	COC(=O)C1=C(C)N(CCc2cc(OC)c(OC)c(OC)c2)C(=O)N[C@H]1c1cccs1	-4%	19%	-6%	1.2	-8%
19	COc1ccc(CNC(=O)C2CSC(c3ccc(OC)cc3)N2C(C)=O)cc1 (stereo not given)	-7%	0%	2%	1	-8%
20	O=C(CN1CCN(Cc2ccc(Cl)cc2)C1=O)NCCN1CCCC1	-1%	12%	24%	1.1	1%

no.	XIAP displacement	Hep lipid drop	Hep lipid drop cells 6.5 µM	UTI89 phage lysis	human PMI inhibition
11	-9.2%	21	612	-0.1%	8%
12	-4.2%	-2	721	0.4%	4%
13	-4.9%	12	722	1.1%	13%
14	-13%	x	x	-0.1%	5%
15	-3.2%	4	796	-0.2%	2%
16	-3.8%	-5	787	0.5%	-9%
17	-7.6%	-1	727	0.9%	11%
18	-6.2%	-4	754	x	7%
19	-1.8%	x	x	2.0%	6%
20	-1.7%	-1	760	0.2%	8%

# Next section.
no.	molecule	SIAH1 antagonists	human PMI inhibitors	P. falciparum M17LAP	TNAP activation fold	P. falciparum M1AAP
21	CCC1S/C(=C(\C#N)C(=O)NCc2ccco2)N(c2ccc(F)cc2)C1=O (stereo not given)	-2%	3%	14%	0.9	-1%
22	CCOC(=O)c1cc2sc(C)cc2n1CC(=O)Nc1cccc(C)c1C	-4%	-7%	2%	1	9%
23	O=C(NCc1ccccc1)NC1(C(=O)N2CCCC2)CCCCC1	-3%	-2%	-5%	1.1	1%
24	COc1ccc2c(c1OC)C(=O)OC2CC(=O)c1ccc2c(c1)OCO2 (stereo not given)	3%	-3%	-2%	1.1	5%

no.	XIAP displacement	Hep lipid drop	Hep lipid drop cells 6.5 µM	UTI89 phage lysis	human PMI inhibition
21	-3.5%	x	x	0.6%	2%
22	-5.9%	-7	700	0.2%	3%
23	-5.5%	x	x	2.5%	0%
24	-2.4%	-1	706	-5.4%	0%
